Screening results deposited in PubChem by National Center for Advancing Translational Sciences (NCATS).
L3MBTL1 inh: qHTS Assay for the Inhibitors of L3MBTL1; Potency, µM (highest dose often 57.1 µM), without a hit: top-dose activity, negative = inhibition, most hits filed as inhibitors; Lethal(3)malignant brain tumor-like protein 1 (Homo sapiens), Q9Y468; AlphaScreen L3MBTL1–H3K9me1 peptide binding; 0.66% of 230,000 active; active = well fitted inhibition curve with a large enough effect; inconclusive = small, poorly fitted or top-dose-only effect; inactive = no such curve, though single readings can be large or run the other way; also: nearly all actives have a fitted effect of over 60% in size
Target sequence (Q9Y468 whole entry, looked up): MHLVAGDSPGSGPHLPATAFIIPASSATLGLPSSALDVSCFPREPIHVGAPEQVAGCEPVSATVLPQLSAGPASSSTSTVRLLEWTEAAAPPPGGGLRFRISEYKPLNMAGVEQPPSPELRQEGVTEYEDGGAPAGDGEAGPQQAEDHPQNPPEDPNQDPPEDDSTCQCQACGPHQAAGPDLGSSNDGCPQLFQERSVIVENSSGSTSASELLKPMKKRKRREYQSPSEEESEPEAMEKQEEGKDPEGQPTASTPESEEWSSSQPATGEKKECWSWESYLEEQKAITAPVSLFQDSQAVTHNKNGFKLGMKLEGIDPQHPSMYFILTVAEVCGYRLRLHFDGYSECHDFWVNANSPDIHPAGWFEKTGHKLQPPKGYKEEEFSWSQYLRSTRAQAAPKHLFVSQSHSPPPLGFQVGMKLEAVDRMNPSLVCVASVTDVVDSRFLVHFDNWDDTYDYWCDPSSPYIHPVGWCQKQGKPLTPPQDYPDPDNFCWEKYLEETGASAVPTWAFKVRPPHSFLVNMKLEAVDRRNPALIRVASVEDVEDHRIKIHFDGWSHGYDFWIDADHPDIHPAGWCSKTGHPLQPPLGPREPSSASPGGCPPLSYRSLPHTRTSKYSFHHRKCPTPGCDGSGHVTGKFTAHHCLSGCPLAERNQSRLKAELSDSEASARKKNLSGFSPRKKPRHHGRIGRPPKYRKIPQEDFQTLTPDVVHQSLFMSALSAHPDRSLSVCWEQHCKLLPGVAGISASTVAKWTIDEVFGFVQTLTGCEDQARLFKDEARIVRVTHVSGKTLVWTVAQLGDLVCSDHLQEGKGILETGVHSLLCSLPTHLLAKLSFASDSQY
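L3MBTL1 (50 nM) pre-complexed 30 min with biotinylated H3(1-15)K9me1 peptide (75 nM), then compounds added for 30 min at room temperature; AlphaScreen streptavidin donor/nickel chelate acceptor beads (10 ug/mL final) read after 30 min dark incubation.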
* hit, by the source's call; ? = inconclusive; [ ] = another dose, or the depositor's remark. % is scaled to controls: 0 for no effect and ±100 for the full control effect; potency is read from the fitted curve at half-maximal effect. The list is partial; rates above refer to the full screens.

SMILES	L3MBTL1 inh
COc1ccc2c(c1)OC[C@H]1[C@H]2N2C(=O)CN(Cc3ccc(Cl)cc3)C(=O)[C@@]2(C)[C@H]1c1ccccc1	-8%
CCN(C(=O)COC(=O)/C=C/c1ccc(F)cc1)C1CCCCC1	7%
CS(=O)(=O)c1ccc(C(=O)NCC2(N3CCOCC3)CCCCC2)cc1	1%
OCCC1CN(Cc2ccccc2O)CCN1CCCc1ccccc1 (configuration not stated)	-2%
O=C(NCC1CCCO1)c1cccc2c1C(=O)c1ccc(N3CCC(Cc4ccccc4)CC3)cc1S2(=O)=O (configuration not stated)	7%
CCCn1c(N)c(C(=O)COC(=O)CNC(=O)c2ccc(C)c(C)c2)c(=O)n(C)c1=O	4%
COc1ccc(Cl)cc1NC(=O)CN(C)C(=O)c1cc(C)oc1C	-3%
OCC1(CCc2ccccc2)CCCN(CCCC(F)(F)F)C1 (configuration not stated)	2%
COc1ccc(C(=O)N2CCC(C(N)=O)CC2)cc1S(=O)(=O)N1CCCC1	1%
O=C(COC(=O)/C=C/c1cccs1)Nc1ccc(Cl)cc1F	1%
COc1ccc(CN2CCC(=O)N([C@H](CO)Cc3ccccc3)CC2)cc1OC	35%[activator]
C[C@@]12C(=O)N(Cc3ccco3)CC(=O)N1[C@H]1c3cc(Cl)ccc3OC[C@@H]1[C@@H]2c1ccccc1	-1%
Fc1ccc(-c2ccc(/C=N/n3cnnc3)o2)cc1	3%
COc1ccc(/C=C2/SC(=S)NC2=O)cc1OCc1ccccc1	0%
Cc1ccccc1C(=O)N1CCC(C(=O)N2CCCc3ccccc32)CC1	0%
CN1CCN(S(=O)(=O)c2ccc(NC(=O)c3cccc(F)c3)cc2)CC1	2%
CC1CC(C)CN(C(=O)COC(=O)c2cc(S(=O)(=O)N3CCOCC3)ccc2F)C1 (configuration not stated)	-2%
COC(c1ccccc1)(c1ccccc1)C(Oc1nccc(C)n1)C(=O)O (configuration not stated)	1%
CN(Cc1ccccc1F)C(=O)CN1C(=O)NC2(CCc3ccccc32)C1=O (configuration not stated)	-6%
Cc1cc(C)c(OCCCNCc2ccccc2)c(Br)c1	3%
Cc1csc(NC(=O)c2c(-c3c(F)cccc3Cl)noc2C)n1	-4%
COc1cc2c(cc1OC)CN(C(C)C(=O)Nc1cccc(S(=O)(=O)N3CCOCC3)c1)CC2 (configuration not stated)	-2%
CC1CCN(C(=O)COC(=O)c2n[nH]c(=O)c3ccccc23)CC1	-3%
CC1C(=O)Nc2ccc(S(=O)(=O)N3CCN(c4ccccc4F)CC3)cc2NC1=O (configuration not stated)	1%
Cc1cccc(C(=O)NCC(=O)OCC(=O)c2ccc(Br)s2)c1	0%
O=C1C(=O)N(CCCO)C(c2ccc(Br)cc2)/C1=C(\O)c1ccc(Br)cc1 (configuration not stated)	1%
O=C(NCC(=O)N1CCN(c2ncccn2)CC1)c1ccc(F)cc1	-2%
COCCCn1cnnc1SC(C)C(=O)Nc1ccc(S(=O)(=O)N2CCOCC2)cc1 (configuration not stated)	6%
CC(=O)Nc1ccc(-c2csc(NCCc3ccccc3)n2)cc1	0%
CC1CN(CCCCSc2ccccc2)CC(C)O1 (configuration not stated)	-1%
O=S(=O)(NC[C@@H]1CCC[C@H](CNS(=O)(=O)c2c(F)cccc2F)C1)c1ccc2c(c1)OCCO2	-2%
CC(C)(C)NC(=O)C(c1ccc(Cl)cc1)N(Cc1ccco1)C(=O)CCl (configuration not stated)	8%
CN(C)CCCNC(=O)c1ccc(Cl)c(S(=O)(=O)N2CCCCCC2)c1	8%
CCN(CC(=O)Nc1c(F)cccc1F)C(=O)CCCNC(=O)c1ccc(Cl)cc1	21%
CCOc1ccc(CCNC(=O)CSCC(=O)Nc2cccc(C)c2)cc1OCC	-1%
CCOc1ccc(NC(=O)c2ccc(CN3CCc4ccccc4C3)cc2)cc1	1%

Of the compounds above, three contain bromine:
SMILES	L3MBTL1 inh
Cc1cc(C)c(OCCCNCc2ccccc2)c(Br)c1	3%
Cc1cccc(C(=O)NCC(=O)OCC(=O)c2ccc(Br)s2)c1	0%
O=C1C(=O)N(CCCO)C(c2ccc(Br)cc2)/C1=C(\O)c1ccc(Br)cc1 (configuration not stated)	1%

The listing continues:
SMILES	L3MBTL1 inh
CCOC(=O)C(CN1CCCC1)c1ccccc1 (configuration not stated)	0%
Cn1cccc1C(=O)NC(=O)COC(=O)CCNS(=O)(=O)c1ccc(Cl)cc1	-5%
CC1C(=O)N2CCCc3cc(NS(=O)(=O)c4ccc(F)cc4)cc1c32 (configuration not stated)	20%
COc1ccc(-c2cccc(-c3cc(=O)oc4cc(OC)cc(OC)c34)c2)cc1	7%
CC(C)CN(C(=O)CSc1nc2ccccc2[nH]1)C1CCS(=O)(=O)C1 (configuration not stated)	5%
O=C(O)c1ccccc1-c1ccccc1C(=O)Nc1ccccc1-c1ccccc1	6%
C[C@H](CO)N1C[C@H](C)[C@@H](CN(C)C(=O)Nc2ccc(C(F)(F)F)cc2)Oc2ccc(NC(=O)Cn3cnnn3)cc2C1=O	7%
COC(=O)CSc1nnc(COc2cccc3ccccc23)o1	5%
c1ccc(-c2ccncc2)nc1	-1%
Cc1nc2ccccc2c(=O)n1-c1ccc(NS(=O)(=O)c2ccc(F)cc2F)cc1	-8%
CCN(CC)C(=O)c1[nH]cnc1C(=O)NCc1ccccc1	11%
CC(=O)Nc1ccc(S(=O)(=O)NCCCc2ccccc2)cc1	-3%

In another format: results already given.
| compound | L3MBTL1 inh |
| --- | --- |
| O=C(O)c1ccccc1-c1ccccc1C(=O)Nc1ccccc1-c1ccccc1 | 6% |
| C[C@H](CO)N1C[C@H](C)[C@@H](CN(C)C(=O)Nc2ccc(C(F)(F)F)cc2)Oc2ccc(NC(=O)Cn3cnnn3)cc2C1=O | 7% |
| COC(=O)CSc1nnc(COc2cccc3ccccc23)o1 | 5% |
| c1ccc(-c2ccncc2)nc1 | -1% |
| Cc1nc2ccccc2c(=O)n1-c1ccc(NS(=O)(=O)c2ccc(F)cc2F)cc1 | -8% |

(next part)
SMILES	L3MBTL1 inh
CC(C)NC(=O)Nc1cccc2c1O[C@H](CN(C)C(=O)NC(C)C)[C@@H](C)CN([C@H](C)CO)C2=O	2%
Cc1cccc(NC(=O)C2CCN(S(=O)(=O)c3ccc4c(c3)C(C)(C)C(=O)N4C)CC2)c1C	11%
COc1ccc(NC(=O)Cn2nc(C)c3ccccc3c2=O)cc1	6%
O=C(Cc1ccc(NC2=NC3CS(=O)(=O)CC3S2)cc1)NCc1ccccc1 (configuration not stated)	5%
CCOc1ccc(C(C)NC(=O)c2ccc3c(c2)NC(=O)C(C)S3)cc1OCC (configuration not stated)	4%
CCCNC(=O)c1ccc(N2CCC3(CC2)CC(c2ccccc2)=NO3)c(NC(=O)c2ccco2)c1	-1%
O=C(NCc1cccnc1)c1ccc(NS(=O)(=O)c2cccc([N+](=O)[O-])c2)cc1	-3%
CC1CN(CCOc2ccccc2C(C)C)CC(C)O1 (configuration not stated)	3%
CN(CC(=O)Nc1ccc(F)cc1)C(=O)CN1C(=O)NC2(CCCCC2)C1=O	-3%
Cc1ccc(NC(=O)CSCC(=O)Nc2cccc3ncccc23)cc1	5%
COCCn1ccc2c(OCC(=O)Nc3cccc(NC(C)=O)c3)cccc2c1=O	-10%
Cc1ccc(S(=O)(=O)N2CCN(C(=O)c3n[nH]c(=O)c4ccccc34)CC2)c(C)c1	-4%
CN(c1ccccc1)S(=O)(=O)c1ccc(-c2ccccc2)cc1	28%
Oc1ccc2ccccc2c1CN1CCN(C/C=C/c2ccccc2)CC1	-15%
CC(C)(C)NC(=O)CC1C[C@H](C(=O)N2CCCCC2)[C@@]2(CCc3ccccc3)c3[nH]c4ccccc4c3CCN2C1=O (some centres not stated)	4%
COc1ccc(C(=O)N(C)CC2CCN(CCc3cccc(C(F)(F)F)c3)CC2)cc1C	-3%
O=C(NCc1ccco1)C1CCN(C(=O)c2ccc(Cl)cc2)CC1	-4%
OCC1(CCc2ccccc2)CCN(C/C=C/c2ccccc2)CC1	-4%
Cc1nn(CC(=O)OCC(=O)NCCc2ccc(F)cc2)c(C)c1[N+](=O)[O-]	3%
O=C(NNC(=O)c1cccc(S(=O)(=O)N2CCCCC2)c1)c1ccccc1	1%
O=C(COC(=O)C1CC2CCCC(C1)C2=O)c1cccc(Br)c1 (configuration not stated)	4%
CCOC(=O)Cc1csc(SCC(=O)NC2CCCC2)n1	12%
Oc1ccccc1C=Nc1cccc2ccccc12	8%
CC(C)c1ccc(S(=O)(=O)N2CCN(C(=O)C3=COCCO3)CC2)cc1	-5%

Looked up by compound from above, 2 records:
SMILES	L3MBTL1 inh
CC(C)c1ccc(S(=O)(=O)N2CCN(C(=O)C3=COCCO3)CC2)cc1	-5%
O=C(COC(=O)C1CC2CCCC(C1)C2=O)c1cccc(Br)c1 (configuration not stated)	4%

(list continues)
SMILES	L3MBTL1 inh
CCC(C)(C)C1CCc2[nH]nc(C(=O)NCCCNC(=O)OC(C)(C)C)c2C1 (configuration not stated)	7%
COc1ccccc1CCNC(=O)CCNS(=O)(=O)c1ccc(NC(C)=O)cc1	1%
COc1ccc(OC)c(/C=N/NC(=O)c2ccc[n+](CC(=O)c3ccccc3)c2)c1	0%
CCCc1cc(=O)[nH]c(NCCc2ccccc2)n1	-2%
CNC(=S)N(C)/N=C1/C(=O)N(Cc2c(Cl)cccc2Cl)c2ccccc21	-10%
COc1ccc(CN2CCN(C(=O)Cn3ncn4cccc4c3=O)CC2)c(OC)c1OC	0%
CCN(CC)C(=O)c1cccc(NC(=O)C2CCN(C(=O)c3cccs3)CC2)c1	6%
CCOc1ccc(CCNC(=O)COC(=O)c2cccnc2Cl)cc1OCC	12%
COc1ccc(NC(=O)CN(C)C(=O)CCSc2ccc(F)cc2)cc1	-2%
CCN(CC(=O)Nc1ccc(NC(C)=O)cc1)C(=O)C1CCCN(C(=O)c2ccc(Cl)cc2)C1 (configuration not stated)	2%
CC1CC(C)CN(C(=O)COC(=O)c2ccc(Cl)nc2)C1 (configuration not stated)	-6%
COc1ccc(Cl)cc1S(=O)(=O)N1CCC(C(=O)NCCc2ccccc2)CC1	-4%
COC(=O)[C@@]12CCCCN1[C@H](c1ccc(-c3ccccc3)c(OC)c1)[C@H]1C(=O)N(C)C(=O)[C@H]12	0%
Cc1ccc(S(=O)(=O)N2CCCN(C(=O)c3ccc(-n4cccn4)cc3)CC2)cc1	-5%
O=[N+]([O-])c1ccc(CN2CCN(c3ccccc3Cl)CC2)o1	-4%
COc1ccc(CN2CCCC(CO)(Cc3ccc(F)cc3F)C2)cc1 (configuration not stated)	0%
Cc1ccc(S(=O)(=O)N2CCN(C)CC2)cc1	4%
COc1ccccc1CN(C)C(=O)COC(=O)c1cc(C)oc1C	-5%
CN(C(=O)c1ccc2c(c1)OCCO2)c1c(N)n(Cc2ccccc2)c(=O)[nH]c1=O	6%
CC(=O)N(C)c1ccc(NC(=O)N2CCOCC2)cc1	7%
O=C(COC(=O)C1=NN(c2ccccc2)C(=O)CC1)Nc1nc(-c2ccc(F)cc2)cs1	1%
Cc1cccc(NC(=O)CNC(=O)c2ccc3nc[nH]c3c2)c1C	?
Cc1cccc(OCC(=O)Nc2ccccc2N2CCCCC2)c1C	19%
COc1ccc(NC(=O)C2CCCN(c3nn4c(=O)cc(C)nc4s3)C2)cc1 (configuration not stated)	-5%
CN1CCc2c(sc(NC(=O)C3CCCN3S(=O)(=O)c3ccc(Cl)s3)c2C(N)=O)C1 (configuration not stated)	-11%
O=C(NNC(=O)c1ccc(Br)s1)c1cccc(S(=O)(=O)N2CCCC2)c1	-1%
C[C@@H](N)C(=O)NC[C@H]1O[C@@H](n2cnc3c(N)ncnc32)[C@H](O)[C@@H]1O	11%
CC1=C(C(=O)OCc2ccccc2)C(c2cccc([N+](=O)[O-])c2)NC(=O)N1 (configuration not stated)	-4%
O=C(Nc1ccc(F)c(F)c1)c1ccc(-n2cncn2)c([N+](=O)[O-])c1	-1%
CCOc1ccc(C(=O)NC2CC(=O)N(c3ccc4c(c3)OCCO4)C2)cc1 (configuration not stated)	-6%
COc1cc([N+](=O)[O-])ccc1-c1ccc(/C=N\n2cnnc2)o1	-1%
CC(C)CN(C(=O)Cn1nnc(-c2ccc(F)cc2)n1)C1CCS(=O)(=O)C1 (configuration not stated)	7%
CC(C)c1ccc(OCC(=O)NCc2n[nH]c(=O)c3ccccc23)cc1	1%
COc1ccc(S(=O)(=O)N2CCN(C(=O)CNC(=O)c3ccc4c(c3)OCO4)CC2)cc1	4%
CC(Oc1ccc(F)cc1)c1nnc(SCC(=O)N(c2ccccc2)C2CCS(=O)(=O)C2)o1 (configuration not stated)	3%
Cc1cccnc1NC(=O)c1cccc(S(=O)(=O)NCc2ccccc2)c1	4%
Cn1c2ccccc2c(=O)c2cc(C#Cc3ccccn3)ccc21	7%
CCC(=O)c1ccc(OCC(=O)OCC(=O)c2cc(C)n(CC3CCCO3)c2C)cc1 (configuration not stated)	-1%
Cc1nn(CC(=O)NNC(=O)c2ccc(Br)cc2)c(C)c1[N+](=O)[O-]	3%

Exported as a markdown table: part of the list above.
| smiles | L3MBTL1 inh |
| --- | --- |
| O=C(Nc1ccc(F)c(F)c1)c1ccc(-n2cncn2)c([N+](=O)[O-])c1 | -1% |
| CCOc1ccc(C(=O)NC2CC(=O)N(c3ccc4c(c3)OCCO4)C2)cc1 (configuration not stated) | -6% |
| COc1cc([N+](=O)[O-])ccc1-c1ccc(/C=N\n2cnnc2)o1 | -1% |
| CC(C)CN(C(=O)Cn1nnc(-c2ccc(F)cc2)n1)C1CCS(=O)(=O)C1 (configuration not stated) | 7% |
| CC(C)c1ccc(OCC(=O)NCc2n[nH]c(=O)c3ccccc23)cc1 | 1% |
| COc1ccc(S(=O)(=O)N2CCN(C(=O)CNC(=O)c3ccc4c(c3)OCO4)CC2)cc1 | 4% |
